TCR act – T cell receptor activation; primary human leukocytes, anti-CD3, IL-2 HTRF, 48 h; 330,000 tested, under 10 active; Potency, µM (top dose mostly 9.22 µM), for the others: at the top dose activation of IL-2 secretion, actives largely listed as activators; AID 504894; also: % of control where 0% means no effect
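1) Mix primary human leukocytes, a-CD3 beads and compound. 2) Incubate 48 hr. 3) Add HTRF IL-2 reagents (a-IL-2-K, a-IL-2-d2).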
ASM inhibitor – inhibitors of human secretory acid sphingomyelinase; placental ASM, HMU-PC fluorogenic substrate, 60 min; Potency, µM (top dose mostly 57.5 µM), without a hit: at the highest dose activity change, negative = inhibition, usual class: inhibitors; 0.006% of 340,000 active; AID 504937; also: potency is read from the fitted curve at half-maximal effect
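Human placenta-derived ASM preincubated with compound 10 min at room temperature, then reacted with 9 uM (final) fluorogenic HMU-PC substrate for 60 min at 37 C. Stop solution raises pH to 10; fluorescence read at Ex 386/Em 447 nm.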
Mito fusion act – mitochondrial division inhibition or fusion activation | S. cerevisiae fusion-defective mutant growth rescue, CellTiterGlo 48 h | Potency, µM (series often up to 46.1 µM), without a hit: top-dose growth rescue (activation), usual class: activators | 0.23% of 320,000 active | AID 485298;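 also: potency is read from the fitted curve at half-maximal effect; % of control where 0% means no effect; nearly all actives have a fitted effect of over 45% in size; temperature-sensitive fusion mutants such as fzo1-1 at 37 °C on non-fermentable ethanol glycerol medium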
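Temperature-sensitive fusion-defective S. cerevisiae (e.g. fzo1-1, mgm1-5) were grown with compound in YPEG medium (3% ethanol, 3% glycerol) for 48 hours at 37C. Growth rescue was measured as viability by CellTiterGlo luminescence after 10 minutes at ambient.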
Integrin act MD – integrin-mediated muscular dystrophy alleviation activation; alpha7betagal myoblasts, beta-gal FDG fluorescence, 48 h; Potency, µM (doses to about 38.3 µM), for the others: at the top dose activation, actives largely listed as activators; 0.064% of 350,000 active;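 also: potency is read from the fitted curve at half-maximal effect; 100% = response of the positive control SU9516; nearly all actives have a fitted effect of over 60% in size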
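alpha7betagal+/- myoblasts (passage 13, 250/well) treated 48 h at 37C with compounds at 1:260 dilution of DMSO stock. Lysed, then beta-galactosidase activity read as FDG fluorescence (ex 480/em 540) after 30 min, with pre-read for autofluorescence.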
TSHR antag – human thyrotropin receptor antagonism | TSHR-expressing cells, TSH-stimulated cAMP HTRF, 2 h; stronger effect = lower value | activity change, negative = inhibition, % at 11.5 µM | P16473 | AID 504810 | 0.2% of 330,000 active;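 active = activity change below a set negative limit, meaning inhibition stronger than a set level, cut at about -70% in these data; inconclusive = activity change between two set negative limits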; also: % is scaled to controls: 0 for no effect and ±100 for the full control effect
Target sequence (P16473 whole entry, looked up): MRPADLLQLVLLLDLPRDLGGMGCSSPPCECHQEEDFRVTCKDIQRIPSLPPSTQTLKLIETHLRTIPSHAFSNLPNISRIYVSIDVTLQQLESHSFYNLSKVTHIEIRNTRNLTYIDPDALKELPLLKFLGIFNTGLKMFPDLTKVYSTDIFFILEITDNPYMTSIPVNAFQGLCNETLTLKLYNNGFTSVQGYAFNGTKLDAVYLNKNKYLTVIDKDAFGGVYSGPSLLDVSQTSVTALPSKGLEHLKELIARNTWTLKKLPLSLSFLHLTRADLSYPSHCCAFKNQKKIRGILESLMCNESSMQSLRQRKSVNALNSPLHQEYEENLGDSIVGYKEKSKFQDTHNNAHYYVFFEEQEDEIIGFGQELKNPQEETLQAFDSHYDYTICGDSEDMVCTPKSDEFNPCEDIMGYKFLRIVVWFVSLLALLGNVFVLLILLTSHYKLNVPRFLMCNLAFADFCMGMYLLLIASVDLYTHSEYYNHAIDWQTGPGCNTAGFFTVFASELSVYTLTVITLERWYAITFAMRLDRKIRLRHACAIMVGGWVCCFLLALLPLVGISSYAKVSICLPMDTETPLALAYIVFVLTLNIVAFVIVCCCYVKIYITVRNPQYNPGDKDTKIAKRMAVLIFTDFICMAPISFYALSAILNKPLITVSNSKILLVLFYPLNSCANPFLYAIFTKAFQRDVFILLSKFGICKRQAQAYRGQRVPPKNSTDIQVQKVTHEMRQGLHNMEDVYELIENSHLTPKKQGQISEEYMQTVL
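Cell-based HTRF cAMP assay; TSHR cells + compound, TSH EC80 (4nM final), 2 h, 37 deg C. Lysis with anti-cAMP cryptate and cAMP-d2, 30 min RT, read 665/620 nm.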
Eya2 phos inh – inhibitors of human Eya2 phosphatase activity. AID 488837. Potency, µM (top dose mostly 76.9 µM), without a hit: top-dose activity, negative = inhibition, hits mostly inhibitors. 0.006% of 330,000 active. recombinant Eya2, OMFP fluorescence dephosphorylation (OMFP is methylfluorescein phosphate). O00167; also: potency is read from the fitted curve at half-maximal effect; % is scaled to controls: 0 for no effect and ±100 for the full control effect
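Eya2 (0.2 uM) preincubated 10 min at ambient with compound, then OMFP substrate added at 50 uM; 10 min reaction in 50 mM HEPES pH 7.5, 50 mM NaCl, 5 uM MgCl2, 0.05% BSA, 1 mM DTT. Fluorescence read at Ex 485/Em 525 nm.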
TSG101-PTAP inh – blocks PTAP/TSG101 interaction to inhibit HIV-1 budding | Q99816 | Fluorescence polarization, FITC-PTAP peptide / Tsg101 binding | Potency, µM (doses to about 115 µM), for the others: at the highest dose activity change, negative = inhibition, hits mostly inhibitors | 340,000 tested, under 10 active | AID 493005; active = well fitted inhibition curve with a large enough effect in the main read-out, with a control signal flat, not every such curve was filed as active; inconclusive = small, poorly fitted or top-dose-only effect, or effect the other way, or a change in a side signal; inactive = no such curve, though single readings can be large or run the other way; also: potency is read from the fitted curve at half-maximal effect; % of control where 0% means no effect
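Fluorescence anisotropy tracks displacement of a FITC-tagged PTAP peptide (50 nM) from the Tsg101 binding domain (10 uM), following a 20 min room-temperature incubation at pH 7.5.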
Tb PFK inh – inhibitors of T. brucei phosphofructokinase. T. brucei PFK, ADP-Glo luminescence. Potency, µM (series often up to 57.5 µM), inactives show top-dose activity, negative = inhibition, actives largely listed as inhibitors. 0.17% of 330,000 active. AID 485367;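 also: potency is read from the fitted curve at half-maximal effect; 0% = uninhibited 1x PFK enzyme wells and -100% = no-enzyme wells; nearly all actives have a fitted effect of over 60% in size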
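PFK 1.25 nM, F6P 0.5 mM, ATP 0.1 mM, 0.1 M TEA pH 8.0, 5 mM MgCl2, 0.01% Tween20, 0.1% BSA; 45 min RT. ADP-Glo readout. qHTS titration up to 57 uM; curves fitted, compounds curve-classed.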
AT treatment – candidate therapy for ataxia-telangiectasia. […] A-T fibroblasts, KAP-1 phosphorylation AlphaLISA; neocarzinostatin DNA damage 30 min before lysis. Potency, µM (titrated, usually from 57.5 µM), for the others: at the top dose activation, hits mostly activators. 0.19% of 320,000 active. AID 485349; also: potency is read from the fitted curve at half-maximal effect; % of control where 0% means no effect; nearly all actives have a fitted effect of over 45% in size
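hTERT-immortalized A-T patient fibroblasts ([…]), 500 cells/well in OPTI-MEM, 1% FBS, got compounds for 60 min, then NCS for 30 min at 37C. Lysates were then assayed for phospho-KAP-1 by AlphaLISA (anti-pKAP1 donor, anti-KAP1 acceptor beads), 6 hr at 25C.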
ELG1 DNA repair – blocks ELG1-dependent DNA repair in HEK293T cells; 2.3% of 330,000 active; HEK293T ELG1-luciferase reporter, luminescence, 16 h; DNA damage induced by 5-fluorouridine; AID 504467; Potency, µM (doses to about 46.1 µM), without a hit: at the top dose activity change, negative = inhibition, most hits filed as inhibitors; also: potency is read from the fitted curve at half-maximal effect; % is scaled to controls: 0 for no effect and ±100 for the full control effect; nearly all actives have a fitted effect of over 55% in size
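Reporter activity after DNA damage by 5-fluorouridine is monitored. Compound-treated cells incubate 16 hr at 37 °C, then ONE-Glo is added for 30 min before luminescence reading.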
BCR signal inh – inhibitors of chronic active B-cell receptor signaling | ABC-DLBCL IkBa-CBG/CBR reporter, luminescence ratio, 4 h | 0.05% of 340,000 active | Potency, µM (highest dose often 46.1 µM), for inactives: top-dose ratio change, negative = lower green/red ratio, actives largely listed as inhibitors | AID 493014; active = well fitted inhibition curve with a large enough effect in the signal ratio, with a control signal flat, not every such curve was filed as active; inconclusive = small, poorly fitted or top-dose-only effect, or effect the other way, or a change in a side signal; the % refers to the signal ratio;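 also: potency is read from the fitted curve at half-maximal effect; plate controls were basal doxycycline-induced cells for no effect and cells given 10 µM MG132 for full effect; MG132 reads +100%, hits lower the ratio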
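TMD8 human ABC-DLBCL cells with doxycycline-inducible IκBα–green luciferase fusion and unfused red luciferase, in 0.5% FBS medium; compounds up to 46 uM, 4 h at 37C. Green/red luminescence ratio, filter-overlap corrected, fitted to concentration-response curves.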
Numbers without * were called inactive; u = inconclusive; x = no result given; [ ] = remark or other dose. Unless noted, calls follow the shape of the dose curve; as a rule, active = well fitted curve in the direction sought with a large enough effect; inconclusive = small, poorly fitted or top-dose-only effect, or another doubt; inactive = no such curve, though single readings can be large; an effect the other way counts as inactive or inconclusive.

Molecule | ASM inhibitor | BCR signal inh | AT treatment | Tb PFK inh | Integrin act MD | Eya2 phos inh | Mito fusion act | TSG101-PTAP inh | ELG1 DNA repair | TSHR antag | TCR act
CCC(=O)N1c2ccccc2C(N(C(C)=O)c2ccccc2)CC1C (centres undefined) | 6% | -10% | -6% | -5% | u | -29% | 4% | -2% | u | 15 | 0%[46.1 µM]
Cc1ccc(S(=O)(=O)N2CCN(c3nc(C(C)C)c4c(c3C#N)CC(C)(C)OC4)CC2)cc1 | 5% | u | x | -2% | 17% | -20% | -1% | -6% | 19% | -9 | 1%
COc1cc(NC(=O)C2CCCCC2)c(OC)cc1NC(=O)c1ccco1 | 3% | 16% | -4% | -3% | 20% | 3% | -1% | -1% | -28% | -10 | 3%
CC1CCN(Cc2nnnn2-c2cccc([N+](=O)[O-])c2)CC1 | -1% | 1% | x | 2% | 12% | 1% | 5% | -5% | 3% | 2 | 1%
COc1ccc(C)cc1S(=O)(=O)N1c2ccccc2CC1C (centres undefined) | 4% | 15% | 3% | 2% | u | 1% | 3% | -11% | -19% | 12 | -6%
CCN(CC(=O)Nc1ccc(OC)cc1)C(=O)C1CCN(C(=O)c2ccc(Cl)cc2)CC1 | 0% | 0% | 3% | -1% | -3% | -5% | -4% | 0% | -20% | 8 | 3%
Cc1ccccc1NC(=O)C1Cc2ccccc2C(=O)O1 (centres undefined) | 1% | 6% | -1% | 0% | 15% | -7% | -3% | -4% | u | -2 | x
CCn1c(=S)sc2c(=O)n(-c3ccccc3)c(SC)nc21 | -8% | x | 5% | 2% | 0% | 21% | -4% | -2% | 0% | -22 | -1%
CCOc1ccc(N/C=C/C(=O)c2ccc(OC)c(OC)c2)cc1 | 13% | -1% | 0% | 3% | u | -2% | -3% | -2% | u | 0 | x
C=CCn1c(SCCC)nc2sc3c(c2c1=O)CCc1ccccc1-3 | x | 3% | 11% | -3% | 23% | 2% | 4% | 1% | 1% | -1 | 0%[46.1 µM]
C/C(=N\NC(=O)CSCc1ccc(Cl)cc1)c1ccc2c(c1)OCCO2 | -2% | -5% | -5% | -2% | -23% | -10% | -1% | -6% | -6% | -5 | x
CC1=C(C)C(=O)N(c2ccccn2)C1=O | 0% | -3% | 17% | -3% | 0% | 13% | -11% | -2% | 2% | 3 | 1%
CC1CCCCC1NC(=O)COC(=O)c1cccn1C (centres undefined) | -4% | 0% | -10% | 0% | 15% | 7% | 0% | -7% | u | 4 | -4%
OCCN1CCN(CC(O)COCc2ccc3c(c2)OCO3)CC1 (centres undefined) | 1% | 6% | x | 2% | 17% | 5% | -1% | -1% | 4% | -2 | 1%[46.1 µM]
COc1ccc2oc(C(=O)OCC(=O)/C(C#N)=C(\C)N)c(C)c2c1 | -1% | -2% | -2% | 0% | u | 11% | 4% | -4% | u | -2 | 2%
CN(CC(=O)Nc1ccccc1Br)C(=O)CNC(=O)c1ccc(Oc2ccccc2)cc1 | -7% | u | 4% | 2% | -10% | -2% | 1% | 0% | 15% | -9 | 11%
CCN(CC)c1ccc(C=Nc2ccc(N(C)C)cc2)c(O)c1 | -2% | u | -2% | -10% | -57%[inhibitor] | 9% | 0% | u | u | -14 | 6%
CCOc1ccc(-c2cc(NC(=O)Cn3ncc4c3-c3ccccc3OC4)on2)cc1OCC | -1% | -17% | 7% | -1% | -15% | 17% | -1% | 0% | 15% | 11 | 7%
CS(=O)(=O)c1ccc(C(=O)OCC(=O)NC2CCS(=O)(=O)C2)cc1[N+](=O)[O-] (centres undefined) | 1% | 5% | 0% | -1% | -26% | -5% | 1% | -2% | 1% | -3 | -1%
CC(C)c1ccc(NC(=O)c2cc3c(=O)n(C)c4ccccc4c3n2C)cc1 | -24% | -4% | -2% | -2% | -2% | -3% | 7% | -4% | u | -7 | 4%
CCOC(=O)N1CCC(NC(=O)c2cc(S(=O)(=O)N3CCCC3)cn2C)CC1 | -1% | -1% | 4% | 0% | 1% | -2% | -2% | -2% | -1% | 1 | -3%
Cc1ccc(S(=O)(=O)NCCCNS(=O)(=O)c2ccccc2)cc1 | 2% | -1% | 3% | -2% | 1% | -14% | 1% | -2% | -4% | 42 | 7%
NC(=O)c1nc(N2CCOCC2)nc(N2CCOCC2)n1 | 12% | u | 12% | -1% | 22% | -9% | -2% | -3% | 6% | 9 | 3%
Cc1cc(C)c(-c2cc(C(F)(F)F)no2)c(=O)[nH]1 | 31%[activator] | 5% | 7% | 0% | -3% | 5% | 12% | x | -3% | 25 | 1%[46.1 µM]
CCOC(=O)CSc1nc(CC)nc2ccccc12 | -3% | -1% | 3% | -5% | 16% | -3% | 0% | -10% | -10% | -19 | -8%
O=C(Cc1cccs1)N(CC1CCCO1)C1(C(=O)NC2CCCC2)CCCCC1 (centres undefined) | 8% | 0% | 0% | -1% | 0% | -8% | 5% | 1% | 4% | 1 | -8%
COCc1cc(=O)[nH]c(Nc2nc(C)c3ccccc3n2)n1 | 3% | u | -4% | 2% | -26% | 0% | 0% | -1% | -27% | 2 | 4%
CCN1CCN(c2nc3c(C)cccn3c(=O)c2/C=C(\C#N)C(=O)NCCCOC)CC1 | x | 1% | -31% | 1% | 7% | -9% | -3% | -2% | 1% | 1 | -4%
Cc1cc2ccccc2n2c(SCC(=O)N3CCN(C(=O)c4ccco4)CC3)nnc12 | x | 1% | -1% | 1% | x | 0% | -1% | x | 7% | 9 | x
Clc1ccc(Cl)c(-c2nc(-c3ccncc3)no2)c1 | -3% | 6% | 2% | 2% | -19% | 4% | 1% | 1% | u | 53 | x
C=CCNC(=O)CSCc1ccc(Br)cc1 | 2% | 1% | 1% | -1% | -80%[inhibitor] | 4% | 0% | -1% | 9% | 1 | -8%
CCCc1cc2c(=O)c(-c3ccc4c(c3)OCCO4)coc2cc1OS(C)(=O)=O | -3% | 4% | -3% | 0% | -33% | -1% | u | -2% | u | -10 | 0%[46.1 µM]
CN1CCN(NC(=O)COc2cccc(C(F)(F)F)c2)CC1 | 12% | -7% | 0% | -2% | -7% | 3% | -8% | -3% | 14% | 21 | 5%[46.1 µM]

Shown with two lines to a compound: entries from further up
Order of values – ASM inhibitor	BCR signal inh	AT treatment	Tb PFK inh	Integrin act MD	Eya2 phos inh	Mito fusion act	TSG101-PTAP inh	ELG1 DNA repair	TSHR antag	TCR act
CN(CC(=O)Nc1ccccc1Br)C(=O)CNC(=O)c1ccc(Oc2ccccc2)cc1
    -7%	u	4%	2%	-10%	-2%	1%	0%	15%	-9	11%
CCN(CC)c1ccc(C=Nc2ccc(N(C)C)cc2)c(O)c1
    -2%	u	-2%	-10%	-57%[inhibitor]	9%	0%	u	u	-14	6%

Gathered by group, the compounds so far containing a furan ring, fused or not.
Molecule | ASM inhibitor | BCR signal inh | AT treatment | Tb PFK inh | Integrin act MD | Eya2 phos inh | Mito fusion act | TSG101-PTAP inh | ELG1 DNA repair | TSHR antag | TCR act
COc1cc(NC(=O)C2CCCCC2)c(OC)cc1NC(=O)c1ccco1 | 3% | 16% | -4% | -3% | 20% | 3% | -1% | -1% | -28% | -10 | 3%
COc1ccc2oc(C(=O)OCC(=O)/C(C#N)=C(\C)N)c(C)c2c1 | -1% | -2% | -2% | 0% | u | 11% | 4% | -4% | u | -2 | 2%
Cc1cc2ccccc2n2c(SCC(=O)N3CCN(C(=O)c4ccco4)CC3)nnc12 | x | 1% | -1% | 1% | x | 0% | -1% | x | 7% | 9 | x

Assay outcomes: PubChem, National Center for Advancing Translational Sciences (NCATS)
